# Bioassay records (PubChem)
# KCNH2 3.1 block = blocks the human KCNH2 3.1 channel isoform; hit rate 0.95% among 340,000; U2OS KCNH2 3.1, thallium flux FluxOr; active compounds read low; activity change, % (tested at about 1.8 µM);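 active means maximum activity change below -70%; inconclusive means maximum activity change from -70% to -50%; inactive means maximum activity change above -50%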;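 further: thallium influx rate constant from kinetic fluorescence after stimulation buffer; on the % scale 0 is the no-effect control and ±100 the full control effect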
#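 Thallium flux via FluxOr fluorescence (Red40 quencher, 45 min loading) in U2OS cells virally expressing the KCNH2 3.1 isoform (1.77 x 10^8 /mL virus, overnight at 37 C). Rate constants from 2-min kinetic reads post-stimulation, normalised to positive and negative controls.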
# Gal4-VP16 FLuc = counter-screen for ROR gamma inhibitors: Gal4-VP16 reporter; hit rate 3.5% among 310,000; Potency, µM (top dose mostly 53.6 µM), for inactives: at the top dose activity, negative = inhibition, actives largely listed as inhibitors; Drosophila S2 Gal4-VP16 UAS-luciferase, luminescence, 20 h;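 further: Gal4-VP16 expression switched on by copper sulfate through the metallothionein promoter; potency means the concentration at half of the fitted maximal effect; on the % scale 0 is the no-effect control and ±100 the full control effect; nearly all actives have a fitted effect of over 50% in size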
# Coupling enz = counter-screen for Giardia aldolase inhibitors: coupling enzyme system | coupling enzyme system counterscreen, AmpLite Red fluorescence | activity change, negative = inhibition, % at 58.2 µM, hits read low | hit rate 0.67% among 290,000 | AID 2472; in the data active means activity change below about -30%; further: on the % scale 0 is the no-effect control and ±100 the full control effect
#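 First, compound is pin-transferred into glyceraldehyde-3-phosphate coupling-enzyme reagent at 57.5 uM final and held 10 min at RT. Next, substrate, coupling system and AmpLite Red are added. After 20 min RT, fluorescence (525/598 nm) is read.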
# FLuc modulator = inhibits or activates purified firefly luciferase, miR-21 counter-screen; Potency, µM (doses to about 57.5 µM), inactives show top-dose activity change, negative = inhibition, actives largely listed as inhibitors; purified FLuc, Km substrates, luminescence inhibition; hit rate 6.9% among 360,000;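 further: potency means the concentration at half of the fitted maximal effect; plate controls were vehicle for no effect and reference inhibitor for full effect; nearly all actives have a fitted effect of over 55% in size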
#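 Biochemical qHTS of compounds, final roughly 60 µM downward over six points, against 10 nM purified firefly luciferase using Km concentrations of substrates (10 uM D-luciferin, 10 uM ATP) in Tris acetate pH 7.5 buffer; luminescence output.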
# RORgamma inh = ROR gamma (mouse) transcription inhibition | P51450 | Drosophila S2 Gal4-RORgamma UAS-luciferase reporter, 20 h | Potency, µM (titrated, usually from 53.6 µM), for inactives: top-dose activity change, negative = inhibition, hits mostly inhibitors | hit rate 5.4% among 310,000; further: potency means the concentration at half of the fitted maximal effect; on the % scale 0 is the no-effect control and ±100 the full control effect; nearly all actives have a fitted effect of over 60% in size
# Target sequence (P51450 whole entry, looked up, the tested form may be a part): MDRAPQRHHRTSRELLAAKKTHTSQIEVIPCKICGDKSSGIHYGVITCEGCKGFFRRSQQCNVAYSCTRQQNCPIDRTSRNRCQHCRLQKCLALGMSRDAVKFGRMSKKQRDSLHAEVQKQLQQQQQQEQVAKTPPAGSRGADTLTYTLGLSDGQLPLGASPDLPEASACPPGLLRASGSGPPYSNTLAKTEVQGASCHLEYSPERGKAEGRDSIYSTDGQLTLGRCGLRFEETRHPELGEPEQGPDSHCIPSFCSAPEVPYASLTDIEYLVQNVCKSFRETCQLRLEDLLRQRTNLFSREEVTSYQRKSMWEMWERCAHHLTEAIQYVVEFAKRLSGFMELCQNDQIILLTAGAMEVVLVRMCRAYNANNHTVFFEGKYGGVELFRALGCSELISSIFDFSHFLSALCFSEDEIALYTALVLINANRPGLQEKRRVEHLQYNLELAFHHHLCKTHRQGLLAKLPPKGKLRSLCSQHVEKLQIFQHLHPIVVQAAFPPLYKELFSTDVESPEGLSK
#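 Drosophila S2 cells stably expressing Gal4-DBD/mouse RORγ fusion under metallothionein promoter plus UAS-luciferase; compound 1 h, then 700 uM CuSO4 induction for 20 h at ambient temperature; inhibition read as reduced luminescence.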
# Giardia kill = Giardia lamblia killing | Giardia lamblia trophozoite viability | activity change, % at 7.66 µM, hits read low | hit rate 0.15% among 340,000 | AID 540267; in the data active means activity change below about -80%; inconclusive means between about -30% and that limit;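 further: parasites exposed to compound for two days anaerobically before the ATP read; on the % scale 0 is the no-effect control and ±100 the full control effect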
#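 Each well holds 100 Giardia trophozoites and compound. After two days (48 hrs) at 37 deg C in anaerobic conditions, ATP is quantified by luminescence.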
# NPC1 promoter act = activates the NPC1 promoter; hit rate 2.4% among 320,000; Huh7 NPC1 promoter luciferase reporter, 24 h; AID 485313; Potency, µM (top dose mostly 9.22 µM), inactives show at the highest dose activation, actives largely listed as activators;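 further: potency means the concentration at half of the fitted maximal effect; % of control where 0% means no effect; nearly all actives have a fitted effect of over 60% in size; reporter is driven by a mutant NPC1 promoter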
#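 In 1536-well qHTS, Huh7 cells harboring an NPC1 promoter–luciferase construct received compound for 24 h; activation was quantified by luminescence following luciferase reagent addition.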
# uPA generation = inhibitors of cell surface uPA generation | Potency, µM (highest dose often 38.3 µM), without a hit: top-dose activity change, negative = inhibition, actives largely listed as inhibitors | hit rate 0.31% among 330,000 | cell surface uPA generation assay, qHTS; active means well fitted inhibition curve with a large enough effect; inconclusive means small, poorly fitted or top-dose-only effect; inactive means no such curve, though single readings can be large or run the other way; tested in mouse RAW 264.7 cells; further: potency means the concentration at half of the fitted maximal effect; on the % scale 0 is the no-effect control and ±100 the full control effect; nearly all actives have a fitted effect of over 55% in size
# ELG1 genotoxic = induces genotoxicity in HEK293T cells with luciferase-tagged ELG1. HEK293T ELG1-luciferase reporter, luminescence, 16 h. Potency, µM (top dose mostly 46 µM), inactives show at the top dose activity change, positive = activation, usual class: activators. hit rate 1.3% among 330,000. AID 504466; further: potency means the concentration at half of the fitted maximal effect; % of control where 0% means no effect; nearly all actives have a fitted effect of over 60% in size
#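 Luminescence read-out: rising ELG1-luciferase signal, reflecting elevated ELG1 protein under genetic stress, flags genotoxic compounds. Cells were treated for 16 hr at 37 °C before ONE-Glo detection.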
# Tb PFK inh = inhibitors of T. brucei phosphofructokinase. O15648. hit rate 0.17% among 330,000. T. brucei PFK, ADP-Glo luminescence. Potency, µM (doses to about 57.5 µM), without a hit: at the highest dose activity, negative = inhibition, usual class: inhibitors;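 further: potency means the concentration at half of the fitted maximal effect; 0% = uninhibited 1x PFK enzyme wells and -100% = no-enzyme wells; nearly all actives have a fitted effect of over 60% in size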
# Target sequence (O15648 whole entry, looked up): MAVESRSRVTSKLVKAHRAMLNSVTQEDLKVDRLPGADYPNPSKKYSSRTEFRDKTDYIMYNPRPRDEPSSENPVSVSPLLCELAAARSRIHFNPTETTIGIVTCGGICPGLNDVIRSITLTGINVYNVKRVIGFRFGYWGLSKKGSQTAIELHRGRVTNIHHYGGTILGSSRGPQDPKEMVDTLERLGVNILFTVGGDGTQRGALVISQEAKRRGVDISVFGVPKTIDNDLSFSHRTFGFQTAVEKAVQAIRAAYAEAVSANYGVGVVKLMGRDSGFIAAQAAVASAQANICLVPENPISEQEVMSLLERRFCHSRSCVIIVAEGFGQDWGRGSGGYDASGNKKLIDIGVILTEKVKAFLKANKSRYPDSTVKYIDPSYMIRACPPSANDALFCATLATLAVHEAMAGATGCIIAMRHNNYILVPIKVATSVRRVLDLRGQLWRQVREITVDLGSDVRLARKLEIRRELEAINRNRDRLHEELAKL
#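 Activity is normalized to no-enzyme wells (full inhibition) and 1.25 nM enzyme wells (no inhibition). Reaction: 0.5 mM F6P, 0.1 mM ATP, 45 min RT, ADP-Glo luminescence; concentration-response curves fitted and classed by quality.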
# Rab9 prom act = activators of Rab9 promoter | Huh7 Rab9 promoter-luciferase reporter, luminescence, 24 h | Potency, µM (titrated, usually from 9.22 µM), without a hit: at the top dose activation, negative = inhibition, actives largely listed as activators | AID 485297 | hit rate 2.8% among 320,000; further: potency means the concentration at half of the fitted maximal effect; % of control where 0% means no effect; nearly all actives have a fitted effect of over 60% in size
#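 Cell-based reporter: Huh7 stable for Rab9 promoter-driven luciferase, plated in reduced-serum medium with 10% FBS at 1500 cells/well, compound-treated 24 h at 37 °C, luminescence read after 10 min reagent.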
# An asterisk follows results filed as active; u = inconclusive; x = not tested or not shown; & = joins results of further samples; [ ] = another dose, or the depositor's remark. Unless noted, the call rests on the fitted dose curve; in most records, active means well fitted curve in the direction sought with a large enough effect; inconclusive means small, poorly fitted or top-dose-only effect, or another doubt; inactive means no such curve, though single readings can be large; an effect the other way counts as inactive or inconclusive.
SMILES	KCNH2 3.1 block	Gal4-VP16 FLuc	Coupling enz	FLuc modulator	RORgamma inh	Giardia kill	NPC1 promoter act	uPA generation	ELG1 genotoxic	Tb PFK inh	Rab9 prom act
Cc1ccc(C(=O)N2CCN(c3ncnc4c(-c5ccccc5)nsc34)CC2)cc1	x	-16%	-2	-14%	1%	x	-4%	x	-1%	-12%	-11%
CC(C)CC(=O)Nc1cc(NC(=O)CC(C)C)cc(C(=O)NC(C)(C)C)c1	-3	8%	-1	-1%	-10%	30[activator]	-1%	4%	7%	5%	3%
Cc1ccc(C(=O)N2N=C(c3ccccc3)CC2(O)C(F)(F)F)o1 (stereo not given)	x	-11%	0	-4%	-4%	3	-11%	-3%	-4%	-8%	-2%
O=C(Nn1c(-c2ccc(Br)cc2)nc2ccccc2c1=O)c1ccncc1	16	19%	5	u	2%	30	-2%	-2%	1%	1%	-2%
CCOc1ccc(NC(=O)CN(C)C(=O)CCCOc2ccc(Cl)c(C)c2)cc1OCC	-17	0%	x	-1%	u	-7	-1%	3%	-15%	-1%	1%
COc1ccc(N2CCN(C(=O)c3oc4ccccc4c3NC(=O)Cc3ccc(OC)c(OC)c3)CC2)cc1	-25	-5%	1	0%	4%	u	-4%	-16%	-5%	1%	-2%
CC(C)Cn1c(N)c(C(=O)COC(=O)C2CC(=O)N(Cc3ccccc3Cl)C2)c(=O)n(C)c1=O (stereo not given)	-3	5%	-2	-2%	44%	-1	-9%	-10%	-3%	7%	-7%
CC1=C(C(=O)Nc2cccnc2)C(c2cccnc2)n2nc(-c3cccs3)nc2N1 (stereo not given)	-3	-11%	0	-1%	32%	-2	-2%	-2%	1%	8%	-1%
Cc1ccc(CNC(=O)CCc2nnc3ccc(NCCCN4CCCC4=O)nn23)cc1	16	-3%	x	1%	-17%	16	-1%	-2%	0%	0%	7%
O=C(COC(=O)c1ccco1)NCc1ccc(F)cc1	-13	3%	0	-11%	8%	-1	-1%	1%	0%	-1%	-1%
Cc1c(Cl)c(C(=O)N2CCCc3ccccc32)nn1C	-20	-2%	1	-10%	-7%	-5	9%	0%	1%	2%	3%
N/C(=N\NC(=O)c1ccc(F)cc1)c1cc2ccccc2oc1=O	3	u	2	-7%	3.5µM*	-17	5%	-5%	2%	1%	-1%
Cc1ccccc1C(=O)Nc1ccnn1C1CCN(C2CCSCC2)CC1	x	0%	x	-3%	0%	9	10%	-2%	4%	5%	0%
CCCn1c(SCC(=O)c2c(N)n(C3CC3)c(=O)[nH]c2=O)nnc1-c1ccncc1	-1	x	x	2%	x	3	-1%	12%	4%	0%	-1%
CC(C)(C)OC(=O)NCCCCCc1nnc(SCc2c(F)cccc2Cl)o1	-2	-2%	1	u	14%	-12	-2%	4%	-7%	1%	-5%
CCOC(=O)c1ccc(NS(=O)(=O)c2cc3c(cc2C)NC(=O)CO3)cc1	-7	-5%	x	1%	31%	-4	1%	2%	1%	12%	-2%
O=C(NCCN1CCOCC1)c1ccccc1OCc1ccccc1	-3	x	x	x	x	-6	x	-5%	0%	1%	x
COc1ccc(Cl)cc1NC(=O)CCS(=O)(=O)c1cc2c(cc1C)NC(=O)CO2	-2	-5%	-1	1%	18%	u	1%	-1%	-9%	3%	2%
C/C(=N\OC(=O)c1cccc(Cl)c1)c1sc(C)nc1C	-12	-9%	3	6.7µM*	-13%	-1	-3%	0%	4%	-2%	6%
CCOC(=O)c1nnc(-c2ccc(C)cc2)nc1Oc1ccc(Cl)cc1Cl	x	u	1	u	-27%	4	10%	2%	17%	1%	-5%
CC(C)C[C@@H]1NC(=O)N(CCN2CCOCC2)C1=O	10	-1%	2	0%	16%	-5	2%	2%	-1%	3%	-9%
O=C(Nc1ccccc1C(F)(F)F)C(O)(c1ccccc1)C1CCCCC1 (stereo not given)	-22	x	x	10%	x	6	-2%	-2%	-2%	8%	-3%
C(#Cc1ccccc1)CN1CCOCC1	-1	-14%	0	0%	0%	-9	-4%	-6%	x	2%	-1%
CCN(CC(=O)Nc1c(F)cccc1F)C(=O)CCSc1ccc(C)cc1	-7	x	x	4%	x	-2	0%	4%	8%	-1%	-3%
CS(=O)(=O)Nc1cccc(C2=NN(C(=O)CCCC(=O)O)C(c3cccs3)C2)c1 (stereo not given)	7	-7%	3	-1%	-10%	-17	-2%	11%	-2%	2%	-2%
O=C(Nc1cccnc1)c1ccc(F)c(S(=O)(=O)N2CCOCC2)c1	3	-4%	1	1%	-12%	4	0%	-5%	-1%	-2%	-7%
CCc1ccc[n+](-c2[nH]c(=O)sc2/C=N/N=C(\[O-])c2cccnc2)c1	-2	-20%	x	-2%	-13%	-3	-18%	-2%	1%	2%	-4%
Cc1ccc(S(=O)(=O)N2c3cc(C)ccc3OCC2C(C)(C)C)cc1 (stereo not given)	1	-19%	-1	3%	45%	-13	-4%	-10%	-6%	2%	-4%
CCOC(=O)c1sc(NC(C)=O)nc1-c1ccccc1	1	7%	3	-15%	-1%	-4	-5%	-6%	0%	0%	-5%
O=C(COc1ccccc1)NCC(c1ccco1)N1CCCCC1 (stereo not given)	-16	x	x	1%	x	-7	1%	-15%	-5%	-2%	0%
C=CCOc1ccc(C(c2c(C(=O)O)[nH]c3ccccc23)c2c(C(=O)O)[nH]c3ccccc23)cc1	19	-9%	15	6%	-16%	5	1%	0%	0%	-18%	9%
Cc1cc(C)c(S(=O)(=O)N2CCCC2CNC(=O)c2ccc3c(c2)OCO3)c(C)c1 (stereo not given)	9	x	x	0%	x	4	-4%	8%	4%	-3%	14%
Cc1ccc(Cn2c(O)c(N=NC(=S)Nc3ccccc3F)c3ccccc32)cc1	1	7.1µM*	-7	-1%	4µM*	-7	-2%	u	-7%	-3%	-2%
Cc1nccn1CC(=O)N/N=C/c1cccc(O)c1	9	-8%	1	10%	-7%	-17	-4%	0%	4%	-6%	-8%
O=C(c1cccc(S(=O)(=O)N2CCOCC2)c1)N1CCN(S(=O)(=O)c2cccs2)CC1	0	3%	2	-2%	-20%	-4	0%	-2%	1%	-2%	4%
O=c1[nH]nc(SCc2nc3ccccc3s2)n1C1CC1	-4	3%	-23	24µM*	17%	-22	10%	-2%	21µM*	-5%	u
CC(C)(C)n1cnc2cc(NS(=O)(=O)c3ccccc3)ccc21	-11	10%	0	-17%	50%	-12	11%	-1%	-1%	15%	18%
COc1ccc(C2CC(c3ccccc3)=NN2C(=S)Nc2ccccc2)cc1 (stereo not given)	u	-4%	0	-1%	u	10	-1%	10%	-2%	3%	1%
CCN(CC)c1nc(C#N)nc(N(CC)CC)n1	12	1%	2	6%	18%	5&17	-3%	-3%	-1%	0%	2%
CCc1nnc(NC(=O)CSc2nnc(-c3cccnc3)n2C)s1	14	0%	2	2%	1%	-20	0%	3%	-1%	2%	0%
Cc1cccc(NC(=O)COc2ccc3c(c2)CCC3)n1	-17	x	x	11µM*	x	-12	25%	3%	17%	2%	u
COc1ccc(OC)c(/C=C/C(=O)OCC(=O)N2CCN(S(=O)(=O)c3ccc(C)cc3C)CC2)c1	-4	x	x	1%	x	0	-2%	-14%	-1%	-6%	0%
CCOC(=O)Cc1nnc(Nc2cccc(O)c2)c2ccccc12	-4	-5%	1	-15%	6%	5	-1%	6%	0%	1%	-4%
CS(=O)(=O)N(Cc1ccccc1)c1ccc(C(=O)NC2CCCCC2O)cc1 (stereo not given)	3	-11%	2	-2%	-4%	2	2%	-3%	5%	u	4%
COc1ccc(C)cc1NC(=O)C1CCN(C(=O)c2ccco2)CC1	5	-12%	2	1%	10%	9	-3%	5%	-1%	-4%	-1%
Cc1occc1C(=O)NCc1nc(-c2ccccc2)no1	-3	3%	0	5%	u	10	-2%	-2%	1%	0%	3%
COc1ccc(CNC(=S)N/N=C(\C)c2ccc(OC)cc2)cc1	7	5µM*	-4	u	6.3µM*	11	6%	1%	0%	16%	0%
COc1ccccc1CN(C)CC(=O)Nc1cccc(S(=O)(=O)N2CCCC2)c1	4	x	x	x	x	1	x	-5%	-4%	1%	x
COc1ccccc1N1C(=O)C2C3C=CC(C3)C2(C)C1=O (stereo not given)	15	2%	3	4%	3%	-9	-1%	0%	1%	-6%	10%
Nc1nc(N2CCN(C(c3ccccc3)c3ccccc3)CC2)n[nH]1	10	0%[10 µM]	4	-1%	-15%	-10	-5%	-5%	-4%	0%	-2%
O=C(CSc1nnc(NC2CC2)s1)Nc1ccc(N2CCOCC2)cc1	-8	x	x	x	x	-23	1%	u	0%	-10%	0%
CCCn1nnnc1NCc1cccc(OC)c1OCC	15	2%	5	2%	11%	2	1%	u	-3%	-3%	0%
CCOc1ccc(CCNC(=O)COC(=O)CCS(=O)(=O)c2ccc(C)cc2)cc1OCC	-22	x	x	3%	x	2	-4%	-8%	14%	1%	-7%

# This is a random part of the collection, and some 14% of all compounds hit somewhere here.
